# TcdB GH inh = TcdB glycohydrolase inhibition; P18177; TcdB glycohydrolase enzymatic assay, plate reader; inhibition, % at 9.99 µM; actives 0.24% (n = 350,000); AID 652162; in the data active = inhibition above about 10%
# Target sequence (P18177 whole entry, looked up): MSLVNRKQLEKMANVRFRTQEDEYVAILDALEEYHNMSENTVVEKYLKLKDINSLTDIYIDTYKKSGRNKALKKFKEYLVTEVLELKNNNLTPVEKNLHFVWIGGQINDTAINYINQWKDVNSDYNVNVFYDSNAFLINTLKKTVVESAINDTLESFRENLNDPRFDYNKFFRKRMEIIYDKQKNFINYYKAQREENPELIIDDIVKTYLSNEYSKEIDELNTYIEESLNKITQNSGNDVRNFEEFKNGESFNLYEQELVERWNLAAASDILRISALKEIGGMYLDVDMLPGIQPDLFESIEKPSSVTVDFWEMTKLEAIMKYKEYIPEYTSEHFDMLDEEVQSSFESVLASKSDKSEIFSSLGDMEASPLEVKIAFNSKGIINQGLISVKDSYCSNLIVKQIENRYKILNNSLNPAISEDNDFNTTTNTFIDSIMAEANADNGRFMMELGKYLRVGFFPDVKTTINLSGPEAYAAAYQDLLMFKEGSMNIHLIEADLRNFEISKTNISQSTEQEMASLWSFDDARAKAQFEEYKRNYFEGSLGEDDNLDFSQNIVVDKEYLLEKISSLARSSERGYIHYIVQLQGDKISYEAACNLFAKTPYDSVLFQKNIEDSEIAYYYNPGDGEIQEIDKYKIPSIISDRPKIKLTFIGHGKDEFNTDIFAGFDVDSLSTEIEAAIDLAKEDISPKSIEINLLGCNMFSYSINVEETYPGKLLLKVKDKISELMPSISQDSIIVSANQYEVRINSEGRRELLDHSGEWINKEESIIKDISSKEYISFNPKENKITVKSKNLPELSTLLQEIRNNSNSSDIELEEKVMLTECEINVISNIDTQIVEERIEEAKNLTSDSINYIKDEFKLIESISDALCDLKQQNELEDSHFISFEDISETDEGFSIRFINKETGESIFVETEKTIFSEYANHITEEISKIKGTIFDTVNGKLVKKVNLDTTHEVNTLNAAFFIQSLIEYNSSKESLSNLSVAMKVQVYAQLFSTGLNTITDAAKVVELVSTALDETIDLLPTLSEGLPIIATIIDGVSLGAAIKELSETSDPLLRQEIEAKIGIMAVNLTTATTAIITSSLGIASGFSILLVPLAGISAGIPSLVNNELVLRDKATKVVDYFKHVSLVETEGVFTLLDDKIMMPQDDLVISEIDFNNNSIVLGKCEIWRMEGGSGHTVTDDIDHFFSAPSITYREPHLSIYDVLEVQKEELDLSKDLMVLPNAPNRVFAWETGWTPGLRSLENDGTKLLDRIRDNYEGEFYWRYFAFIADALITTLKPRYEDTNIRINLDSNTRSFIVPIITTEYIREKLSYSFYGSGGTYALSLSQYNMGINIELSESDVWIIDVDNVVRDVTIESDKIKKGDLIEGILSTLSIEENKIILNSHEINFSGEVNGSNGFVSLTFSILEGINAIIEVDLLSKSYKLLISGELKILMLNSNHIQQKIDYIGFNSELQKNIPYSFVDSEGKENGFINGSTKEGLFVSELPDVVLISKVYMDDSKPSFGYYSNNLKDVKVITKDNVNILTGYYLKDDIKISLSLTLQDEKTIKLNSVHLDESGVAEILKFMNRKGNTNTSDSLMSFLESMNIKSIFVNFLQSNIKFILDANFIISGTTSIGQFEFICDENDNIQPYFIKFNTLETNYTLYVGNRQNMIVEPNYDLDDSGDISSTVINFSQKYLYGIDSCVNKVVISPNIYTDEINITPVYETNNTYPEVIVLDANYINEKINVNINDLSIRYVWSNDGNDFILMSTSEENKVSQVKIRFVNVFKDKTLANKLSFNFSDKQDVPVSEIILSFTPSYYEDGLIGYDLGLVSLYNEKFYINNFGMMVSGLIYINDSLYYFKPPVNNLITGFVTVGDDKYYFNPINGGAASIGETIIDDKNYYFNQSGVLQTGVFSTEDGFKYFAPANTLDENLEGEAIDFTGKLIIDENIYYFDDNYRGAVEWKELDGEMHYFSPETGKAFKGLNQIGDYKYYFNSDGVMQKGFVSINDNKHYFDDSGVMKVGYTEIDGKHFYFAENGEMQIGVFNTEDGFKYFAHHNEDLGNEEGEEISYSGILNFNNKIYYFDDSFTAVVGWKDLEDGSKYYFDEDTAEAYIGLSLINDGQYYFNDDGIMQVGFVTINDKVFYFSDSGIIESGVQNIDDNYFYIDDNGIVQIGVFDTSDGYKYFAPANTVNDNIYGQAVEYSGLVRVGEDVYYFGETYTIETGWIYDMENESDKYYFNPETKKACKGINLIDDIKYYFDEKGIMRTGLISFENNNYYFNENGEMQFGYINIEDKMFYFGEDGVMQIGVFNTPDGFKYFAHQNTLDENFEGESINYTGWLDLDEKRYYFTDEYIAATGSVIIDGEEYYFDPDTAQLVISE
# An asterisk follows results filed as active; & = joins results of further samples.
SMILES,TcdB GH inh
O=C(C[C@@H]1C=C[C@H](NC(=O)Nc2ccccc2F)[C@@H](CO)O1)NCc1ccccc1,-0.4
CO[C@@H]1CN(C)C(=O)c2cc(NS(C)(=O)=O)ccc2OC[C@H](C)N(Cc2ccccc2)C[C@@H]1C,-0.4
CN(C)C(=O)c1cccc(-c2ccc([C@H]3[C@@H](C#N)N(C(=O)C4CCC4)[C@H]3CO)cc2)c1,0.6
C[C@H](CO)N1C[C@H](C)[C@@H](CN(C)Cc2ccc(C(=O)O)cc2)Oc2ccc(NS(=O)(=O)c3ccccc3)cc2C1=O,-0.7
O=C(C1CCCCC1)N1[C@H](CO)[C@H]2c3ccccc3N(S(=O)(=O)c3ccccc3)C[C@H]21,-1.6
Cc1noc(C)c1NC(=O)N(C)C[C@H]1Oc2ccc(NC(=O)CCC(F)(F)F)cc2C(=O)N([C@@H](C)CO)C[C@@H]1C,0.0
CCC(=O)N(C)C[C@H]1Oc2cc(-c3ccc(C)cc3)ccc2S(=O)(=O)N([C@H](C)CO)C[C@@H]1C,1.3
O=S(=O)(c1cccc(Cl)c1)N1[C@@H]2CNC[C@H]1C2c1ccc(-c2cccc(F)c2)cc1 (stereo partly specified),1.7&-0.5
C[C@@H]1CN([C@H](C)CO)S(=O)(=O)c2ccc(C#CC(C)(C)O)cc2O[C@@H]1CN(C)C,1.1
C[C@@H]1CN([C@H](C)CO)C(=O)c2cccc(NS(=O)(=O)c3cccs3)c2O[C@H]1CN(C)C(=O)NC1CCCCC1,-2.1
CN(C)c1ccc2c(c1)[C@@H]1C[C@@H](CC(=O)NCc3ccc(-c4ccccc4)cc3)O[C@@H](CO)[C@@H]1O2,-24
CC(C)NC(=O)N(C)C[C@H]1Oc2ccc(NC(=O)CCC(F)(F)F)cc2CC(=O)N([C@@H](C)CO)C[C@@H]1C,0.0

# Shown as tab-separated lines: entries from further up.
molecule	TcdB GH inh
Cc1noc(C)c1NC(=O)N(C)C[C@H]1Oc2ccc(NC(=O)CCC(F)(F)F)cc2C(=O)N([C@@H](C)CO)C[C@@H]1C	0.0
CCC(=O)N(C)C[C@H]1Oc2cc(-c3ccc(C)cc3)ccc2S(=O)(=O)N([C@H](C)CO)C[C@@H]1C	1.3

# Going on with the list:
SMILES,TcdB GH inh
N#C[C@@H]1[C@H](c2ccccc2)[C@H](CO)N1C(=O)Cc1ccccc1,-0.6
O=C(Nc1cccc(F)c1)N1CCCCN2[C@H](CO)[C@@H](c3ccc(C#Cc4cccnc4)cc3)[C@H]2C1,0.6
CO[C@@H]1CN(C)C(=O)c2cc(NC(=O)NC3CCCCC3)ccc2OC[C@@H](C)N(CC2CC2)C[C@@H]1C,-1.2
O=C(C1CCOCC1)N1CC(=O)N2[C@H](C1)[C@H](c1ccc(C#CC3CCCCC3)cc1)[C@@H]2CO,-6.4
C[C@H]1CN([C@@H](C)CO)C(=O)c2cccc(NC(=O)NC3CCCCC3)c2O[C@@H]1CN(C)C(=O)NC1CCCCC1,1.4
N#C[C@H]1[C@@H](c2ccccc2-c2ccc(F)cc2)[C@@H](CO)N1C(=O)Cc1cccnc1,0.6
C[C@@H]1CN([C@@H](C)CO)C(=O)c2cc(NS(=O)(=O)c3ccc(F)cc3)ccc2O[C@@H](C)CCCCO[C@@H]1CN(C)Cc1ccc(C(=O)O)cc1,-0.2
Cc1ccc(S(=O)(=O)N(C)C[C@H]2OCc3ccccc3-c3ccccc3C(=O)N([C@@H](C)CO)C[C@H]2C)cc1,0.9
Cc1cc(C(=O)Nc2cccc3c2O[C@H](CN(C)S(=O)(=O)c2ccccc2)[C@@H](C)CN([C@H](C)CO)C3=O)n(C)n1,-1.3
C[C@H](NC(=O)C[C@@H]1C=C[C@@H](NC(=O)CN2CCOCC2)[C@H](CO)O1)c1ccccc1,-1.2
C[C@@H]1CCCCO[C@H](CN(C)C(=O)c2ccncc2)[C@H](C)CN([C@H](C)CO)C(=O)c2cc(NC(=O)c3ccccc3)ccc2O1,-2.1
O=C(c1cnccn1)N1CC(=O)N2[C@H](CO)[C@H](c3ccc(-c4cccc(F)c4)cc3)[C@@H]2C1,-0.6

# In a second layout: 2 of the compounds above
O=C(C1CCCCC1)N1[C@H](CO)[C@H]2c3ccccc3N(S(=O)(=O)c3ccccc3)C[C@H]21
- TcdB GH inh: -1.6

Cc1noc(C)c1NC(=O)N(C)C[C@H]1Oc2ccc(NC(=O)CCC(F)(F)F)cc2C(=O)N([C@@H](C)CO)C[C@@H]1C
- TcdB GH inh: 0.0

# Following part:
SMILES,TcdB GH inh
CCCC(=O)Nc1ccc2c(c1)C(=O)N(C)C[C@@H](OC)[C@H](C)CN(S(=O)(=O)c1cn(C)cn1)[C@@H](C)CO2,0.7
CCN1[C@@H]2Cn3c(ccc(-c4ccccc4OC)c3=O)[C@H]1[C@@H](C(=O)N[C@@H](C)c1ccccc1)[C@@H]2CO,-1.2
O=C(C[C@H]1C[C@@H]2c3cc(NC(=O)CC4CC4)ccc3O[C@@H]2[C@H](CO)O1)NCc1ccncc1,0.7
C[C@@H]1CN([C@@H](C)CO)S(=O)(=O)c2ccc(-c3ccc(C#N)cc3)cc2O[C@H]1CN(C)Cc1cccc(F)c1,-0.4
C[C@@H]1CN([C@@H](C)CO)C(=O)Cc2cc(NC(=O)CCC(F)(F)F)ccc2O[C@H]1CN(C)CC1CCCCC1,0.6
C[C@H]1CN([C@@H](C)CO)C(=O)Cc2cc(NC(=O)Nc3ccccc3)ccc2O[C@H]1CN(C)Cc1ccc(C(F)(F)F)cc1,-0.2
COc1ccc2c3c([nH]c2c1)[C@H](CO)N(C(=O)Nc1ccc(F)cc1)CC31CCN(CC2CCOCC2)CC1,1.2
CNC[C@H]1Oc2ccc(N(C)C)cc2C(=O)N([C@@H](C)CO)C[C@@H]1C,-7.1
CO[C@H]1CC[C@@H]2CCOc3c(C#N)cccc3C(=O)N(C)[C@H](C)C(=O)N(C)C[C@H]1O2,0.1
C[C@@H]1CN([C@@H](C)CO)C(=O)c2cccc(NS(=O)(=O)c3ccc(F)cc3)c2O[C@@H]1CN(C)S(=O)(=O)c1cn(C)cn1,0.1
C[C@H](CO)N1C[C@H](C)[C@H](CN(C)Cc2ccccc2)OCc2ccccc2-c2c(n(C)c3ccccc23)C1=O,-1.5
O=C(C1CCC1)N1CC[C@@H]2[C@H](CO)Nc3ccc(C#Cc4ccc(F)cc4)cc3[C@@H]21,0.0

# Next part, overlapping the part above by two compounds.
SMILES,TcdB GH inh
C[C@H](CO)N1C[C@H](C)[C@H](CN(C)Cc2ccccc2)OCc2ccccc2-c2c(n(C)c3ccccc23)C1=O,-1.5
O=C(C1CCC1)N1CC[C@@H]2[C@H](CO)Nc3ccc(C#Cc4ccc(F)cc4)cc3[C@@H]21,0.0
CO[C@@H]1CN(C)C(=O)c2ccc(NC(=O)C3CCOCC3)cc2OC[C@H](C)N(Cc2cccnc2)C[C@@H]1C,-0.2
NCC[C@H]1CC[C@H](NC(=O)Nc2ccc(F)cc2)[C@@H](CO)O1,-0.3
C[C@@H]1CN([C@H](C)CO)C(=O)Cc2cc(NC(=O)Nc3ccc(C(F)(F)F)cc3)ccc2O[C@H]1CN(C)C(=O)Nc1ccccc1,0.0
C[C@@H]1CN([C@H](C)CO)C(=O)Cc2cc(NC(=O)Nc3ccc(C(F)(F)F)cc3)ccc2O[C@H]1CN(C)Cc1ccc(C(=O)O)cc1,-4.9
O=C(CN1CCOCC1)N[C@H]1CC[C@@H](CCNC(=O)Nc2cc(F)ccc2F)O[C@@H]1CO,0.9
CC(C)NC(=O)N(C)C[C@H]1Oc2ccc(NC(=O)CCCN(C)C)cc2C(=O)N([C@@H](C)CO)C[C@H]1C,-7.9
C[C@H](CO)N1C[C@H](C)[C@H](CN(C)C)Oc2ncc(C#CC3CC3)cc2C1=O,1.1
CCCNC(=O)[C@H]1[C@H](CO)[C@H]2Cn3c(ccc(-c4ccncc4)c3=O)[C@@H]1N2Cc1ccccc1F,0.9
Cc1ccc(S(=O)(=O)N2C[C@H](O)COC[C@@H]3O[C@@H](CC(=O)NCc4ccc(Cl)c(Cl)c4)CC[C@H]32)cc1,0.4
COc1ccccc1-c1ccc([C@H]2[C@H]3CN(C(=O)NC4CCCC4)CCCCN3[C@H]2CO)cc1,0.7
COc1ccccc1C(=O)Nc1ccc2c(c1)C(=O)N(C)C[C@@H](OC)[C@@H](C)CN(CC1CC1)[C@@H](C)CO2,-0.3
CC(=O)N(C)C[C@H]1Oc2cc(-c3cccnc3)ccc2S(=O)(=O)N([C@H](C)CO)C[C@@H]1C,0.5
CCCNC(=O)C[C@H]1CC[C@@H]2[C@H](COC[C@@H](O)CN2C(=O)Nc2ccc(Cl)c(Cl)c2)O1,0.9
Cc1ccc(S(=O)(=O)Nc2ccc3c(c2)C(=O)N([C@@H](C)CO)C[C@H](C)[C@@H](CN(C)S(=O)(=O)c2ccc(C)cc2)OCCCC[C@@H](C)O3)cc1,-3.3
O=C(N[C@H]1C=C[C@H](CC(=O)N2CCc3ccccc3C2)O[C@H]1CO)C1CCOCC1,0.5
CC(C)(C)[S@](=O)N1Cc2cc(C(=O)NCc3ccccc3F)nc(-c3cccc(-c4ccncc4)c3)c2[C@@H]1CCO,0.4
C[C@@H]1CN([C@@H](C)CO)S(=O)(=O)c2ccc(-c3cccc(C#N)c3)cc2O[C@H]1CN(C)C(=O)c1cccnc1,-0.5
C[C@H]1CN([C@@H](C)CO)C(=O)Cc2cc(NC(=O)CCN3CCOCC3)ccc2O[C@@H]1CN(C)C(=O)Nc1ccccc1,-0.4
CC(C)CC#Cc1ccc([C@@H]2[C@@H](CO)N3CCCCN(S(=O)(=O)c4ccc(F)cc4)C[C@@H]23)cc1,-1.2
CCCNC(=O)N1CC[C@@H]2[C@H]1c1cc(-c3ccc(OC)cc3)ccc1N(C)[C@H]2CO,4.1
C[C@@H]1CCCCO[C@H](CN(C)Cc2ccncc2)[C@@H](C)CN([C@@H](C)CO)C(=O)c2cc(NC(=O)Nc3cccc4ccccc34)ccc2O1,-1.9
C[C@H]1CN([C@@H](C)CO)C(=O)c2cc(C#Cc3ccccc3F)cnc2O[C@H]1CN(C)S(C)(=O)=O,-0.2
CN1C(=O)c2cc(NC(=O)Cc3cccs3)ccc2OC[C@H]2O[C@@H](CC(=O)NCCc3ccncc3)CC[C@@H]21,-0.6
O=C(NCC1CCCCC1)[C@H]1[C@H](CO)[C@H]2Cn3c(ccc(-c4cncnc4)c3=O)[C@@H]1N2,-0.3
CCC(=O)Nc1ccc2c(c1)C(=O)N(C)[C@@H]1CC[C@H](CC(=O)NCC3CCCCC3)O[C@H]1CO2,-0.7
CC=Cc1ccc2n(c1=O)C[C@@H]1[C@@H](CO)[C@H](C(=O)NC3CCCC3)N(CCC)[C@H]21 (mixture of isomers),0.4
COc1ccc(S(=O)(=O)Nc2ccc3c(c2)C(=O)N([C@H](C)CO)C[C@@H](C)[C@H](CN(C)S(=O)(=O)c2ccc(C)cc2)OCCCC[C@H](C)O3)cc1,-0.3
CC(=O)NC[C@H]1[C@@H](c2ccc(-c3ccccc3F)cc2)[C@@H](CO)N1C(C)=O,0.4
Cc1ccc(S(=O)(=O)Nc2ccc3c(c2)C(=O)N([C@H](C)CO)C[C@@H](C)[C@@H](CN(C)CC2CC2)O3)cc1,-0.1
C[C@@H]1CN([C@@H](C)CO)C(=O)Cc2cc(NC(=O)CCCN(C)C)ccc2O[C@H]1CN(C)Cc1ccc(Oc2ccccc2)cc1,1.1
C[C@H](CO)N1C[C@H](C)[C@H](CN(C)Cc2ccncc2)OCCCC[C@H](C)Oc2ccc(NC(=O)C3CCCCC3)cc2C1=O,-1.6
C[C@@H]1CN([C@H](C)CO)S(=O)(=O)c2ccc(Br)cc2O[C@@H]1CN(C)Cc1ccccn1,-0.8
C[C@@H](O)C#Cc1ccc2c(c1)O[C@H](CN(C)Cc1ccncc1)[C@@H](C)CN([C@@H](C)CO)S2(=O)=O,-0.4
CCS(=O)(=O)N1[C@H](CO)[C@@H](c2ccccc2)C12CN(C(=O)C1CCC1)C2,-0.1
CCS(=O)(=O)N1CCCCN2[C@H](CO)[C@H](c3ccc(C#CC(C)(C)O)cc3)[C@H]2C1,2.1
COc1ccc(NC(=O)N(C)C[C@H]2OCCCC[C@H](C)Oc3ccc(NS(=O)(=O)c4ccc(C)cc4)cc3C(=O)N([C@@H](C)CO)C[C@H]2C)cc1,-0.4

# Three compounds out of the list, arranged by length of the SMILES, lowest first:
SMILES,TcdB GH inh
CC=Cc1ccc2n(c1=O)C[C@@H]1[C@@H](CO)[C@H](C(=O)NC3CCCC3)N(CCC)[C@H]21 (mixture of isomers),0.4
CCC(=O)Nc1ccc2c(c1)C(=O)N(C)[C@@H]1CC[C@H](CC(=O)NCC3CCCCC3)O[C@H]1CO2,-0.7
C[C@H](CO)N1C[C@H](C)[C@H](CN(C)Cc2ccncc2)OCCCC[C@H](C)Oc2ccc(NC(=O)C3CCCCC3)cc2C1=O,-1.6

# Remaining list, next part
SMILES,TcdB GH inh
CCNC(=O)Nc1ccc2c(c1)C(=O)N(C)[C@H]1CC[C@H](CC(=O)NCc3ccccc3F)O[C@H]1CO2,1.0
CC(=O)N(C)C[C@@H]1Oc2cc(-c3ccc(C)cc3)ccc2S(=O)(=O)N([C@H](C)CO)C[C@H]1C,2.7
Cn1cnc(S(=O)(=O)N2CCCCN3[C@H](CO)[C@@H](c4ccc(C5=CCCC5)cc4)[C@H]3C2)c1,0.6
C[C@@H]1CN([C@H](C)CO)C(=O)c2cc(NS(=O)(=O)c3cn(C)cn3)ccc2O[C@@H]1CN(C)Cc1ccc(Cl)c(Cl)c1,0.9
O=C(NCC1CC1)[C@@H]1[C@@H](CO)[C@@H]2Cn3c(ccc(-c4cccnc4)c3=O)[C@@H]2N1C(=O)NC1CCCC1,0.2
O=C(Nc1ccc(Cl)cc1)N[C@@H]1CC[C@@H](CCNS(=O)(=O)c2ccccc2F)O[C@H]1CO,-0.6
Cc1ccc(S(=O)(=O)Nc2ccc3c(c2)CC(=O)N([C@@H](C)CO)C[C@H](C)[C@H](CN(C)Cc2ccc(Cl)c(Cl)c2)O3)cc1,-0.6
C[C@@H]1CN([C@H](C)CO)S(=O)(=O)c2ccc(-c3ccncc3)cc2O[C@@H]1CN(C)S(=O)(=O)c1ccccc1F,0.6
O=C(C[C@H]1CC[C@@H](NC(=O)C2CCC2)[C@@H](CO)O1)Nc1nccs1,0.9
COCC#Cc1cnc2c(c1)C(=O)N([C@H](C)CO)C[C@H](C)[C@@H](CN(C)C(=O)Nc1ccc(OC)cc1)O2,0.1

# Only part of the results is shown. The share of hits here may be higher or lower than overall.
